# SRC2 TRFRET art – TR-FRET signal artefacts, primary screen, artefact control for PPARgamma SRC-2 agonist project, biochemical. TR-FRET ratio at 8 µM. AID 1049, 2008. 200,000 tested, 0.4% active. TR-FRET artefact counter-screen; active compounds read high; in the data active = TR-FRET ratio above about 2000; note: inactives centre near 1500
# bIAP inh – bovine intestinal alkaline phosphatase inhibitors, primary screen, selectivity assay for TNAP inhibitor project, biochemical, bovine IAP, CDP-star luminescence | alkaline phosphatase, intestinal [Bos taurus] | purified bovine IAP, 30 min | inhibition, % at 20 µM | 190,000 tested, under 10 active;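 active = over 50% inhibition of intestinal alkaline phosphatase at 20 µM in the single-dose screen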
#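 System: purified bovine intestinal alkaline phosphatase (IAP) enzyme; Input: IAP diluted 1/65,000,000 in the well; Measured by: CDP-star luminescence signal; Compound dosing: 20 µM single dose; Incubation: 30 min reaction at room temperature.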
# RAM network inh – inhibitors of the yeast RAM network, primary screen, dse1pr::URA3 reporter, 5-FOA selection; S. cerevisiae dse1pr::URA3 reporter, 5-FOA growth OD615, 2 d; analog-sensitive cbk1-as2 kinase mutant strain; inhibition, % at 50 µM; 190,000 tested, 1.8% active;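 active = inhibition above a set limit, 3 SD over mean compound inhibition, cut at about 8.4% in these data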;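 note: 0% = DMSO-only wells with no growth and 100% = 10 µM 1-NA-PP1 full growth; inhibition rescues growth on 5-FOA so higher OD means more RAM inhibition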
# Lmaj promast – Leishmania major promastigote growth inhibition, primary screen. Leishmania major promastigotes, resazurin fluorescence viability. inhibition, % at 10 µM. 200,000 tested, 9% active; in the data active = inhibition above about 50%;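 note: promastigotes grown with compound for 44 hours at 28 °C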
# HMGR II inh – inhibitors of E. faecalis class II HMGR, primary screen, biochemical, Enterococcus faecalis. HMG-CoA reductase (Enterococcus faecalis, mvaE). purified E. faecalis HMGR, NADPH absorbance 340 nm kinetic. inhibition, % at 10 µM. 190,000 tested, 0.41% active. AID 1066, 2008;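 active = inhibition above a set limit, the median over all tested compounds plus 3 SD, cut at about 9.5% in these data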;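 note: enzyme runs in reverse so mevalonate oxidation gives rising NADPH absorbance; 0% = complete reaction with DMSO and 100% = background rate lacking mevalonate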
# PPARg SRC-3 ag – PPARgamma agonists recruiting SRC-3 coactivator, primary screen, biochemical; biochemical PPARgamma/SRC-3 coactivator recruitment assay; activation, % at 8 µM; 200,000 tested, 0.26% active; in the data active = activation above about 23%;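 note: 0% = DMSO and 100% = reference agonist; some compounds past the cut are filed as inactive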
# S1P3 antagonist – S1P3 receptor antagonists, primary screen, cell-based; Sphingosine 1-phosphate receptor 3 (Homo sapiens), Q99500; CHO S1P3 NFAT-BLA reporter, FRET fluorescence, antagonist mode; inhibition, % at 4.98 µM; 170,000 tested, 0.27% active; AID 485, 2006;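 active = inhibition above the plate cutoff, the mean inhibition of test wells on that plate plus 3 SD, cut at about 28% in these data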;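 note: cells challenged with S1P at its EC80 of 0.8 µM; blue over green emission ratio from cleaved BLA substrate after 4 h stimulation; 0% = S1P-stimulated wells and 100% = unstimulated DMSO-only wells; some compounds past the cut are filed as inactive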
# Target sequence (Q99500 whole entry, looked up): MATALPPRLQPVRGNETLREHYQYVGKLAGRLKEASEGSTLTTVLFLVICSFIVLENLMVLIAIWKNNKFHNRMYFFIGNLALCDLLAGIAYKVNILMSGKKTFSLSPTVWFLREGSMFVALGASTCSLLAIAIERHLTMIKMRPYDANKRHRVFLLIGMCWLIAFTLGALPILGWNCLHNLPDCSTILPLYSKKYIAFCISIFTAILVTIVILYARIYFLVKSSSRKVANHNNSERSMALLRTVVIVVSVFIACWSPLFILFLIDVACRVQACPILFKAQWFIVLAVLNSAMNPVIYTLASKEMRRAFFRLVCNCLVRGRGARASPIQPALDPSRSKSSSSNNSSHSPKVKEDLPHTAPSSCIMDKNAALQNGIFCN
# PPARg SRC2 recr – agonists of PPARg-SRC-2 recruitment, primary screen, biochemical, HTS; activation, % at 8 µM; 200,000 tested, 0.34% active; Peroxisome proliferator-activated receptor gamma (Homo sapiens), P37231; PPARgamma LBD-SRC-2 recruitment; in the data active = activation above about 22%;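 note: 0% = vehicle and 100% = reference agonist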
# DTT redox prof – compounds producing H2O2 with reducing agent – biochemical, NIH compound library profiling, artefact control for MLSCN library redox annotation, primary screen; DTT-dependent redox cycling H2O2, phenol red/HRP absorbance; 100% = 100 µM peroxide control, 0% = buffer; activation, % at 10 µM; 200,000 tested, 0.03% active; AID 878, 2007;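 active = activation of at least 50% relative to the plate's high and low controls in the primary single-dose screen; inactive = activation below 50%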;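 note: compound incubated with DTT at 0.8 mM final as the reducing agent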
# PPARg SRC-1 ag – PPARgamma agonists recruiting SRC-1 coactivator, primary screen, biochemical. PPARgamma-SRC-1 coactivator recruitment biochemical assay. activation, % at 8 µM. Peroxisome proliferator-activated receptor gamma (Homo sapiens), P37231. 200,000 tested, 0.41% active; in the data active = activation above about 19%;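 note: 0% = DMSO and 100% = reference agonist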
# ROMK primary – ROMK potassium channel modulators, primary screen, cell-based, thallium flux, MLSMR library | AID 1918, 2009 | 130,000 tested, 2% active | B-score at 10 µM | Tet-inducible ROMK, thallium flux fluorescence; actives lie on both sides;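 active = signal ratio slope over the read window, or its plate-corrected B-score, at least 3 SD from the plate mean, either direction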;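 note: B-score of the F/F0 ratio slope over 7 to 12 s after thallium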
# Target sequence (P48048 whole entry, looked up): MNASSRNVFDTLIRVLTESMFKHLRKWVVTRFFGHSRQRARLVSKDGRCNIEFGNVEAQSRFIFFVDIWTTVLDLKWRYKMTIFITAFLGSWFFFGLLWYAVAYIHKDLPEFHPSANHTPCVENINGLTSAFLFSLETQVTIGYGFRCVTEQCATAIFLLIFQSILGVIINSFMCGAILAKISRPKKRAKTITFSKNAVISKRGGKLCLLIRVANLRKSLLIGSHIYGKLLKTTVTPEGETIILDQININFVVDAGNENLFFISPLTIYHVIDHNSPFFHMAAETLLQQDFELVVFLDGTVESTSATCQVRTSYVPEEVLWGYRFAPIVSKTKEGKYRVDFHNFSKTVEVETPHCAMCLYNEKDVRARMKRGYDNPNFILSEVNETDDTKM
# * hit, by the source's call; nt = no result given; & = joins results of further samples. Outcome played no part in choosing rows; any-hit rate near 13%.
SMILES,SRC2 TRFRET art,bIAP inh,RAM network inh,Lmaj promast,HMGR II inh,PPARg SRC-3 ag,S1P3 antagonist,PPARg SRC2 recr,DTT redox prof,PPARg SRC-1 ag,ROMK primary
CCCN1CCN(C(=S)Nc2ccc(S(N)(=O)=O)cc2)CC1,1492,6,1.0,3,-1,-2,-1,-10,-0.1,11,-0.37
Cc1cccc(Nc2nnc(SC3CCOC3=O)s2)c1C (centres undefined),1456,6,0.4,-4,-4,1,5,-2,-0.1,3,0.029
CC(C)Cn1c(CN2CCCCC2C)nc2c1c(=O)n(C)c(=O)n2C (centres undefined),1620,11,2.4,-1,-1,16,-21,8,-0.4,7,nt
Cc1ccc(Cc2c(C)nc3c(C(=O)O)cnn3c2C)cc1,1599,nt,nt,-5,nt,-1,nt,11,3.7,9,1.2
COc1ccc(CCNC(=O)CSc2ccc(-c3cccs3)nn2)cc1OC,1443,3,-0.4,9,-6,-9,-12,-6,-0.2,0,0.97
Cc1ccc(OCc2nc(-c3ccccn3)n[nH]2)cc1,1588,-34,0.8,-9,-6,8,nt,8,0.2,3,1.8
Cc1ccc(S(=O)(=O)NNC(=O)c2sc3nc(C)cc(C)c3c2-n2cccc2)cc1,1606,-11,4.7,-5,1,12,nt,6,-1.4,10,nt
Cc1ccc(NC(=O)COC(=O)c2cccnc2)c(C)c1,1422,-35,1.2,-5,-1,-2,-3,2,0.3,-9,0.22
O=S(=O)(Nc1cccc(-c2cn3cccnc3n2)c1)c1ccc(F)cc1,1576,8,0.5,71*,-4,-1,-9,1,0.3,-2,-0.96
Cc1nc2ccccc2n1/N=C/c1ccc([N+](=O)[O-])o1,1590,nt,nt,101*,nt,3,nt,2,0.6,-3,nt
CCC(C)(C)NC(=O)CN(Cc1cccs1)C(=O)CCC(=O)Nc1nccs1,1523,-1,-0.1,-4,4,-12,nt,7,1.7,5,nt
COc1ccccc1C(=O)Nc1ccc(-c2nnn(CC(=O)N3CCN(C(=O)c4ccco4)CC3)n2)cc1,1703,-9,5.6,-4,-3,3,12,4,-0.5,1,-0.074
COc1ccc(CCNC(=O)CN(c2ccc(OC)c(OC)c2)S(C)(=O)=O)cc1OC,1481,5,-1.0,-2,-3,7,nt,18,0.9,1,0.46
CCc1nc(SCC(=O)c2ccccc2)c2ccccc2n1,1614,0,1.0,32,-9,4,5,4,0.1,12,nt
CCOC(=O)c1sc(NCc2ccco2)c(-c2nc3ccccc3s2)c1N,1729,0,3.5,-4,-4,1,-5,5,-1.2,5,-0.057
COC(=O)c1ccccc1NC(=O)Nc1ccc(C(=O)N2CCCC2)cc1,1594,5,-0.1,-5,-3,2,-10,13,0.4,15,0.5
O=C(NNC(=O)C1CCCN(c2ncccn2)C1)c1ccncc1 (centres undefined),1693,-12,-0.4,-8,-1,-2,-1,2,-0.9,6,0.14
COC(=O)c1ccc(OCC(=O)c2ccccc2)cc1,1608,14,-0.3,-7,-5,0,nt,-5,0.2,2,-0.75
CCOC(=O)CSc1nc(-c2ccncc2)ccc1C#N,1483,14,2.3,27,2,-12,nt,-6,-0.6,12,-0.47
CCCCOC(=O)Cn1c(=O)n(CC(=O)OCCCC)c2ccccc21,1515,9,5.0,-1,-6,-9,nt,1,-0.1,3,-1.3
Cc1ccc(OCC(=O)N(Cc2ccccc2)C2CCS(=O)(=O)C2)c([N+](=O)[O-])n1 (centres undefined),1411,33,-0.9,-4,-6,-2,-1,-6,0.3,-2,nt
Cn1cccc1Cc1nnc(SCC(=O)Nc2ccc(F)cc2)n1CCc1ccccc1,1606,2,5.6,56*,5,-1,-6,1,-1.5,2,nt
Clc1ccc(SCCn2cncn2)cc1,1570,2,2.2,1,-3,0,-7,-1,2.7,-6,-1.4
CCc1ccc(NC(=O)CCc2nc3cccnc3n2Cc2ccc(OC)cc2)cc1,1348,13,0.8,7,-5,-2,nt,-2,0.1,-1,0.17
COCC(C)n1c(C)cc(C(=O)CN2C(=O)NC3(CCCCC3C)C2=O)c1C (centres undefined),1475,3,0.1,-8,0,0,-10,-7,-0.3,8,nt
O=C(COC(=O)c1ccc(Cl)nc1)NCCC1=CCCCC1,1407,-7,2.6,-2,9,0,-9,-4,-0.1,12,-0.26
O=C1CN(C(=O)c2ccccn2)c2ccccc2N1,1429,8,3.4,-6,-6,-3,nt,-4,-0.7,-5,nt
CCCCOc1cc(C(=O)NCCN(CC)CC)c2ccccc2n1,1641&1617,-4,-0.1&1.9,6&8,-7&1,2&1,-6&0,6&8,0.1&-0.7,6&4,nt
Cc1cc(-c2cccc([N+](=O)[O-])c2)nc2ccccc12,1579,1,0.4,-5,-1,-4,-3,-9,0.8,-2,nt
Cc1sc2cc(-c3cccc([N+](=O)[O-])c3)c(-c3cccc([N+](=O)[O-])c3)c[n+]2c1C,1638,11,1.9,-3,-7,6,4,4,-0.8,5,-2.3
O=C(COc1ccc(Cl)cc1)NCc1nnc(SCC(=O)Nc2ccc(F)cc2F)o1,1550,-6,1.8,-7,3,2,0,0,-0.5,2,-1.6
CCn1c(=O)cc(SCC(=O)N2CCN(c3ccccn3)CC2)c2ccccc21,2505*,-2,1.1,5,-3,21,22,35*,-1.5,39*,nt
C=CCn1c(SCc2ccc(C(=O)Nc3ccccc3)cc2)nnc1-c1ccccc1,1583,2,0.8,-6,-9,8,nt,9,-4.7,-1,nt
O=C(COC(=O)/C=C/c1nc2ccccc2s1)Nc1ccccc1Oc1ccccc1,1566,12,14*,52*,-4,0,-8,6,-0.3,4,0.76
Cc1ccc(/C=C/c2nnc(-c3cccc(C)c3)o2)cc1,1558,7,6.7,-3,-3,8,nt,15,-3.0,2,-0.15
O=C(NCC1CCCO1)c1cccc(N2C(=O)C3C4C=CC(C4)C3C2=O)c1 (centres undefined),1585,1,1.5,-4,-2,-4,13,3,2.9,-4,nt
Cc1ccc(/C(O)=C2\C(=O)C(=O)N(Cc3cccnc3)C2c2ccccc2[N+](=O)[O-])cc1 (centres undefined),1473,0,0.4,-10,3,7,-10,3,0.0,9,0.26
O=C(NCCc1ccccc1F)[C@@H]1CSC2c3ccccc3C(=O)N21 (some centres undefined),1546,3,0.0,1,-5,2,0,13,0.4,10,-0.64
CC1(C)CC(=O)c2cc(C(=O)N3CCN(CCO)CC3)c(=O)n(-c3ccc(Cl)cc3)c2C1,1678,4,0.0,-8,11*,6,nt,9,0.0,6,-0.037
COCCNC(C(=O)Nc1ccc([N+](=O)[O-])cc1Br)c1ccccc1 (centres undefined),1673,20,2.2,44,-2,3,-3,-6,0.3,8,-0.22
CCC(=O)N1CCN=C1SCc1ccccc1,1552,1,1.2,-9,2,6,-16,-6,-0.6,-2,nt
COc1ccc2c(c1OC)C(=O)N1c3ccccc3N=C(c3ccc([N+](=O)[O-])cc3)CC21 (centres undefined),1662,-40,2.5,19,-8,7,12,9,0.2,1,nt
CN1c2ccsc2C(O)=C(C(=S)Nc2ccccc2)S1(=O)=O,1387,11,-1.9,-11,0,1,nt,0,0.7,-6,-0.52
O=C(Nc1cccc(O)c1)C1CCCN1C(=O)OCc1ccccc1 (centres undefined),1668,3,1.0,-5,-1,-1,-3,7,0.5,-3,0.15
COc1cc(C2NC(=O)NC(C)=C2C(=O)OCC2CCCO2)cc(OC)c1OC (centres undefined),1384,4,0.8,-2,3,4,-1,-3,-0.6,4,0.35
Cc1cccc(OCCC(=O)Nc2ccc(F)c(F)c2)c1,1610,13,-1.6,4,0,-4,-10,2,-0.4,1,nt
Cc1ccc(NC(=O)c2ccc(S(=O)(=O)N3CCCC3)cc2)cc1,1309,nt,nt,25,nt,-2,26,-4,0.1,0,0.018
CCc1nnc(NC(=O)CCC(=O)NC2CCCc3ccccc32)s1 (centres undefined),1647,8,5.9,48,4,6,-6,-10,0.1,-3,0.0026

# HMGR II inh: entries above that show a hit
SMILES	bIAP inh	RAM network inh	HMGR II inh	PPARg SRC-3 ag	S1P3 antagonist	DTT redox prof	ROMK primary
CC1(C)CC(=O)c2cc(C(=O)N3CCN(CCO)CC3)c(=O)n(-c3ccc(Cl)cc3)c2C1	4	0.0	11*	6	nt	0.0	-0.037

# Next section.
SMILES,SRC2 TRFRET art,bIAP inh,RAM network inh,Lmaj promast,HMGR II inh,PPARg SRC-3 ag,S1P3 antagonist,PPARg SRC2 recr,DTT redox prof,PPARg SRC-1 ag,ROMK primary
CCOC(=O)C(C)Sc1nc2ccccc2c(=O)n1CC1CCCCC1 (centres undefined),1515,2,4.5,36,-4,-3,nt,-1,1.2,-3,-0.44
CCCN(CCC)S(=O)(=O)c1ccc(C(=O)Nc2nnc(CSC)o2)cc1,1545,13,0.7,-3,-1,-4,5,2,-0.6,-2,0.69
CCN(c1ccccc1)S(=O)(=O)c1ccc(C(=O)Nc2nnc(-c3ccco3)o2)cc1,1730,-28,7.6,99*,2,0,-9,1,-0.3,7,0.62
CC(/C=C1\SC(=S)N(NC(=O)c2ccc(O)cc2)C1=O)=C\c1ccccc1,1596,0,3.2,0,-3,9,14,11,-0.4,9,nt
CCCCOc1ccc(C(=O)Nc2cccc(C)n2)cc1,1420,21,0.7,-9,2,3,-38,0,-0.6,3,nt
CN(C)CCCNC(=O)c1cc(C(=O)c2ccc(F)cc2)c[nH]1,1499,0,0.1,-11,0,-6,-10,-5,-1.9,2,0.2
O=C(Cn1cc(C(=O)C2CC2)c2ccccc21)NC1CCCC1,1548,-2,2.2,2,-3,-9,nt,2,0.7,-5,nt
COc1cccc(CC2(CO)CCCN(S(=O)(=O)N(C)C)C2)c1 (centres undefined),1570,-9,-0.7,-5,-4,2,-7,-3,-0.1,-3,-0.96
COc1ccc(NC(=O)c2c[nH]c(=O)n(-c3ccc(C)c(C)c3)c2=O)cc1OC,1690,7,3.6,-11,-1,7,-22,11,-0.6,12,nt
Cn1c(CNc2ccc(Cl)cc2)nc2ccccc21,1546,35,0.0,6,0,3,7,7,0.9,4,-0.48
O=C1/C(=C/c2cccnc2)CCc2c1[nH]c1ccccc21,1365,3,0.8,47,0,-3,8,11,-0.6,2,nt
COc1ccc(S(=O)(=O)N2Cc3ccccc3CC2C(=O)Nc2ccc(O)cc2)cc1OC (centres undefined),1535,-7,1.7,0,-1,-6,1,1,-0.3,-4,nt
O=C(Nc1ccccc1N1CCOCC1)c1ccccc1NS(=O)(=O)c1ccc(F)c(F)c1,1360,6,3.2,2,-5,-2,nt,11,0.1,1,nt
